MLLE-PAM2 inh – blocks PAM2 peptide binding to the PABP1 MLLE domain. P11940. GST-MLLE / FITC-PAM2 fluorescence polarization. inhibition, % at 20 µM. actives 0.36% (n = 360,000); in the data active = inhibition above about 35%, passing the limit was not always enough;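 also: plate controls were DMSO wells with GST-MLLE for no effect and wells lacking GST-MLLE protein for full effect; some results filed as inactive read as strong as hits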
Target sequence (P11940 whole entry, looked up, the tested form may be a part): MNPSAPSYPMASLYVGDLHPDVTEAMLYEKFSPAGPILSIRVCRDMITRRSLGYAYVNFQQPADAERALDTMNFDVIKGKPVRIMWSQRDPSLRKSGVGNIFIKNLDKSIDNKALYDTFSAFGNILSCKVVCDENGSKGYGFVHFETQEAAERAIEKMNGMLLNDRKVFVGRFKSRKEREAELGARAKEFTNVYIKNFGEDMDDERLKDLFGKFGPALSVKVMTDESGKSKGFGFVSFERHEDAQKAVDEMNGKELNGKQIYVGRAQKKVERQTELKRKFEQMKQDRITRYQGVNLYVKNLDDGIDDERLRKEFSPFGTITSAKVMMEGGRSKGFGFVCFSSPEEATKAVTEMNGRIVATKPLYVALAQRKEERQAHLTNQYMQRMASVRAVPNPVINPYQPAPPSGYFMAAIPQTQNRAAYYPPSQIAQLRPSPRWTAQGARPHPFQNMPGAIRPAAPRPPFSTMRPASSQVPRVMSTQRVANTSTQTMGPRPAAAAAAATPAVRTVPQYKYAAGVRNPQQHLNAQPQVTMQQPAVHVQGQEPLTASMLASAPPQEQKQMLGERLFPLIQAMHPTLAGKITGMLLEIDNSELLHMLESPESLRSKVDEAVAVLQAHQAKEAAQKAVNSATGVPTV
Neddylation inh – inhibitors of human cullin neddylation. TR-FRET cullin neddylation, biochemical. calls only at 25 µM. actives 0.58% (n = 360,000). AID 651699; in the data active = inhibition above about 36%
FAS TE block – FAS thioesterase (human) inhibition; recombinant FAS-TE, OMFH fluorogenic substrate, fluorescence endpoint; P49327; inhibition, % at 15 µM; actives 0.67% (n = 360,000); AID 602261;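 active = compounds whose normalised, plate-corrected inhibition of enzyme fluorescence in the single-dose primary screen is 50% or more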;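 also: 0% = DMSO with enzyme and 100% = substrate without enzyme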
Rin1-Abl PPI inh – human Rin1-Abl interaction inhibition; P00519+Q13671; TR-FRET Rin1/Abl binding, biochemical; inhibition, % at 7.35 µM; actives 0.4% (n = 360,000); AID 588664; in the data active = inhibition above about 5%, passing the limit was not always enough
MT1-MMP act inh – blocks activation of human MT1-MMP; P50281; actives 0.061% (n = 360,000); AID 651647; GFP/RFP ratio change, % at 20 µM; HT1080 RFP-PRO-GFP cells, GFP/RFP ratio fluorescence, overnight; percent of plate control window, DMSO zero;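 active = GFP/RFP ratio change of at least 30% with cell ATP level not reduced by more than half and red fluorescence within 50% of control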; also: strong numbers were not always called active
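Compound: 20 µM single dose, 1% DMSO / System: HT1080 RFP-PRO-GFP cells / Controls: DMSO and RFP-L50D-GFP cell wells / Read-out basis: GFP/RFP fluorescence ratio / Schedule: overnight compound exposure at 37 °C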
CSN deneddyl inh – blocks human CSN-mediated cullin deneddylation. Purified CSN, SCF-Nedd8-OG deneddylation, fluorescence polarization. inhibition, % at 12.5 µM. actives 0.38% (n = 360,000). AID 651999;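 active = pattern-corrected inhibition above about 35%, with an unprinted fluorescence ratio check between 0.5 and 1.5, limit read from the data, passing the limit was not always enough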;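 also: 0% = enzyme with substrate and 100% = substrate without enzyme; some results filed as inactive read as strong as hits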
Target sequence (Q92905 whole entry, looked up, one chain of several): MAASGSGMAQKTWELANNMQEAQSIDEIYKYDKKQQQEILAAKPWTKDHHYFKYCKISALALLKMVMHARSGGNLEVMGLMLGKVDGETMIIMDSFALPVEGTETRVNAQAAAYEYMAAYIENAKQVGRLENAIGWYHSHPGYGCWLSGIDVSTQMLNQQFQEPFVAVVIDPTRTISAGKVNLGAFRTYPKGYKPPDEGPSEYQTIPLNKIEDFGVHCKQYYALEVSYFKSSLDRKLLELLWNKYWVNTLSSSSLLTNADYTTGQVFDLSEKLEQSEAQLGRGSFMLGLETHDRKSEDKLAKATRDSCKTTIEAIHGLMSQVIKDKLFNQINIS
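test system = HEK293T-derived human Csn5 enzyme | amount = 0.24 nM Csn5 enzyme, final concentration | medium = Tris/NaCl/DTT buffer, pH 7.5 | schedule = 90 min reaction at room temperature | signal = FP | evaluation = inhibition of Csn5 cleavage, % | compound dosing = single dose of 12.5 µM compound with 0.25% DMSO | probe or stimulus = 10 nM SCFSkp2-Nedd8OG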
SKN-1 inh – C. elegans SKN-1 inhibition | C. elegans VP596 Pgst-4::GFP/RFP ratio, acrylamide-induced, 24 h | actives 0.49% (n = 360,000) | AID 624304 | inhibition, % at 21.8 µM;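 active = interference check ratio from 0.5 to 1.5 plus GFP to RFP signal ratio inhibition reaching or exceeding a fixed threshold, cut at about 30% in these data, passing the limit was not always enough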; also: some compounds called inactive have numbers as strong as hits
NadD block – inhibitors of Staphylococcus aureus NadD; AID 602399; actives 0.78% (n = 360,000); purified NadD enzyme, colorimetric absorbance read-out; inhibition, % at 20 µM; in the data active = inhibition above about 26%; also: some compounds past the cut are filed as inactive
Rpn11 inh – inhibitors of human proteasome Rpn11. O00487. human 26S proteasome, Ub4-pepOG fluorescence polarization; 20S core pre-blocked with epoxomicin. calls only at 20 µM. actives 0.59% (n = 360,000);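 active = inhibition at 20 µM, scaled to each plate's controls, above about 33%, limit read from the data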
Numbers without * were called inactive; i = inactive; . = no result given; + = active, no number.

SMILES	MLLE-PAM2 inh	Neddylation inh	FAS TE block	Rin1-Abl PPI inh	MT1-MMP act inh	CSN deneddyl inh	SKN-1 inh	NadD block	Rpn11 inh
O=C(Nc1ccccc1NC(=O)c1ccc(F)cc1)c1ccc(F)cc1	-4	i	-3	-4	0	0	4	0	i
CCn1ncc(Br)c1C(=O)Nc1ccc(F)cc1F	2	i	-8	0	0	0	3	-6	i
CN(/N=C/c1cc(Br)cc(Br)c1O)c1cccc(C(F)(F)F)n1	13	i	18	1	-5	0	1	-1	i
O=C(NCc1ccc2c(c1)OCO2)C12CN(Cc3ccccc3)CC1C(c1cccc([N+](=O)[O-])c1)=NO2 (stereo not drawn)	11	i	36	-2	-15	-3	-20	23	i
O=C1CN(C(=O)CN2CCCC2)C(c2ccccc2)c2cc(Br)ccc2N1 (stereo not drawn)	4	i	-5	8	0	5	13	-8	i
Cc1ccc(C2=NOC(=O)/C2=C\c2ccc(C)o2)cc1	8	i	-7	2	-17	11	14	3	i
O=C(Nc1ccc2c(c1)OCO2)c1cccc(Cl)c1	4	i	2	-1	-4	-1	3	-3	i
COC(=O)C1=C(N)Oc2cc(C)[nH]c(=O)c2C1c1ccc(Cl)cc1 (stereo not drawn)	8	i	3	-6	0	4	1	-3	i
COCCN(C(=O)COC(=O)CCc1ccc(OC)cc1)c1c(N)n(Cc2ccccc2)c(=O)[nH]c1=O	-10	i	-4	-3	0	-5	-1	2	i
CC(=O)Nc1ccc(Nc2ncnc3c2cnn3-c2cccc(C)c2)cc1	3	i	-11	1	2	0	15	-1	i
N#Cc1c(NC(=O)c2cnccn2)sc2c1CCCC2	3	i	-5	-4	-7	2	28	-1	i
CC(C)OCCCNC(=O)c1ccc(NS(C)(=O)=O)cc1	6	i	-6	0	3	0	11	-1	i
Cc1ccn2cc(C(=O)Nc3ccc4c(c3)OCCO4)nc2c1	-3	i	0	2	4	1	9	1	i
CCOC(=O)C1CCN(c2c(NCCN(CC)c3ccccc3)c(=O)c2=O)CC1	11	i	-6	-4	4	1	-7	0	i
Cn1c(SCC(=O)N2CCCC2)nc2ccccc2c1=O	-2	i	-5	5	4	-6	1	-8	i
COc1ccc(CCNC(=O)c2cc3c(=O)n4ccccc4nc3n(CC3CCCO3)c2=N)cc1OC (stereo not drawn)	-13	i	0	-7	6	6	2	4	i
COc1ccc(CCC(=O)Nc2ncc(C)s2)cc1OC	7	i	-1	-3	4	-2	9	-5	i
COc1cccc(Nc2ncnc3sccc23)c1	-13	i	-1	-1	0	0	22	3	i
C#CCOCCOCCOCCNc1nc(N2CCN(C(=O)[C@H](C(C)C)n3cc(CCO)nn3)CC2)nc(N2CCN(C(=O)[C@H](C(C)C)n3cc(CCO)nn3)CC2)n1	-3	i	-14	2	4	-10	-1	5	i
COC(=O)/C=C1\S/C(=N/N=C/c2ccccc2)NC1=O	-10	i	-9	1	-1	1	8	5	i
Cc1cc(-c2ccccc2)[nH]c(=O)c1C#N	9	+	1	2	2	-3	-3	-2	i
Cc1ccc2c(CN3CCN(c4ccccc4)CC3)cc(=O)oc2c1	-15	i	10	-3	1	1	11	1	i
CCCCC(=O)N(C)c1c(C)nc2ccc(C(=O)N3CCN(c4ccccc4)CC3)cn12	12	i	-8	-4	-3	1	2	4	i
CCN(CC)CCn1c(=N)n(CC(=O)c2ccc(C)cc2)c2ccccc21	-7	i	-1	-3	1	-1	16	-9	i
CCN1/C(=C2\SC(=S)N(Cc3ccccc3)C2=O)Sc2ccccc21	-4	i	-2	-2	-4	12	13	5	i
CCCCN(C)C(=O)CNC(=O)c1nn(-c2ccc(OC)cc2OC)c(=O)c2ccccc12	-11	i	1	-3	-1	0	3	-4	i
COc1cc(NS(=O)(=O)c2ccc(N/C=C\C(=O)c3ccc(F)cc3)cc2)nc(OC)n1	-3	i	-8	-2	5	1	4	4	i
COc1cccc(C2/C(=C(\O)c3ccc(OC)c(OC)c3)C(=O)C(=O)N2c2cc(C)on2)c1 (stereo not drawn)	3	i	-4	-4	-12	2	6	5	i
CCCC(C(=O)NCc1ccco1)N(C(=O)CNS(=O)(=O)c1ccccc1)C1CCCC1 (stereo not drawn)	-3	i	2	0	-2	-3	16	4	i
Cc1cc(=O)[nH]c(NCc2ccccc2)n1	10	i	-4	1	1	2	-1	-4	i
COC(=O)[C@]1(CC(C)C)N[C@H](c2ccc(SC3CCCCC3)cc2)[C@@H]2C(=O)N(C)C(=O)[C@@H]21	2	i	22	2	0	-1	-5	-2	i
Nc1nc2c(ncn2[C@@H]2O[C@H](CNCC3=Cc4cc(O)ccc4OC3)[C@@H](O)[C@H]2O)c(=O)[nH]1	2	i	-11	-3	1	0	4	3	i
COC(=O)CC(c1ccc(C#N)cc1)n1c(C)ccc1C (stereo not drawn)	-6	i	0	2	-6	-10	0	-8	i
CC(C)CCNC(=O)CN(CC1CCCO1)C(=O)CCC(=O)Nc1nccs1 (stereo not drawn)	3	i	-5	2	1	7	-28	3	i
O=C(CNC(=O)c1ccc(Cl)cc1)Nc1ccc(S(=O)(=O)Nc2ncccn2)cc1	3	i	-1	-3	-1	-1	4	2	i
O=C(Nc1ccccc1)c1cc(C2CCCCN2S(=O)(=O)Cc2cccc(C(F)(F)F)c2)on1 (stereo not drawn)	-8	i	16	1	-4	-7	15	-6	i
Cc1c(NC(=O)C(Sc2ccccc2)c2ccccc2)cccc1[N+](=O)[O-] (stereo not drawn)	-5	i	27	-1	-4	1	-1	-6	i
Cn1nc(C(=O)NC2CCCCC2)c2ccccc2c1=O	5	i	-2	-2	-3	1	-6	-6	i
COc1ccc(-c2nnn(CC(=O)N(CC(=O)NCCC(C)C)Cc3cccs3)n2)cc1OC	-3	i	7	-1	-2	4	19	-8	i
C=CCOc1ccc(/C=N/n2cncn2)cc1OC	7	i	-8	-2	1	-1	11	-5	i
CCOC(=O)c1ccc(N2CC(O)=C(c3nc4ccccc4c(=O)[nH]3)C2=N)cc1	-29	.	-2	0	-14	7	-3	25	i
N#CCCN(C(=O)COC(=O)c1cccc(S(=O)(=O)N2CCCCCC2)c1)c1ccc(F)cc1	-4	i	16	1	-3	4	2	-4	i
CCC(=O)Nc1ccc(-c2nnc(-c3ccccc3)o2)cc1	-2	.	-6	-2	2	5	27	3	i
CC(C)Cc1nnc(NC(=O)C2CC(=O)N(Cc3ccccc3)C2)s1 (stereo not drawn)	0	i	-5	0	1	4	5	-3	i
COc1ccc2nc(SCC(C)=O)c(C#N)cc2c1	79	i	-20	-9	-147	9	61	-1	i
Cc1ccc(S(=O)(=O)N2CCN(C3CCN(Cc4ccccc4)CC3)CC2)cc1	2	i	-2	1	0	5	6	3	i
COc1ccc(OC)c2c(C)cc(C)nc12	10	i	-11	2	0	-3	6	-3	i
COc1cc(-c2ccccc2)nc2ccccc12	-2	i	11	-1	0	2	14	-7	i
COc1ccc(C(=O)N(c2ccc(OC)cc2)S(=O)(=O)c2cccs2)cc1	6	i	12	2	-2	-13	0	-6	i
CCCCNC(=O)c1cn(CC)c2cc(N3CCN(C)CC3)c(F)cc2c1=O	-12	.	-10	2	-1	0	3	2	i
(further entries)
SMILES	MLLE-PAM2 inh	Neddylation inh	FAS TE block	Rin1-Abl PPI inh	MT1-MMP act inh	CSN deneddyl inh	SKN-1 inh	NadD block	Rpn11 inh
CC1(C)CC(=O)C=C(Nc2ccccc2)C1	3	i	-4	-2	7	-2	3	-3	i
O=C(Nc1ccc2c(c1)[C@H]1C[C@@H](CC(=O)N3CCOCC3)O[C@@H](CO)[C@H]1O2)C1CCOCC1	1	i	-9	1	8	-4	-2	5	i
CC(CCc1ccccc1)NC(=O)Cc1ccc(Br)cc1 (stereo not drawn)	8	i	17	0	2	-1	3	-7	i
Nc1nc2cc(S(=O)(=O)N3CCOCC3)ccc2o1	29	i	-6	2	-1	0	12	3	i
COc1cc(NC(=S)NCCc2ccccc2)c(OC)cc1NC(=O)CC(C)C	10	i	6	-1	-2	12	2	0	i
C#Cc1ccc(C(=O)Nc2cc(C(N)=O)ccc2N2CCOCC2)cc1	16	i	-1	-3	1	-9	18	-3	i
Cc1ccc(-c2nn(-c3ccccc3)cc2CO)cc1	-5	i	0	4	3	4	-7	-10	i
CCCCn1c(N)c(N(CC(C)C)C(=O)CN2C(=O)NC3(CCC(C(C)(C)CC)CC3)C2=O)c(=O)[nH]c1=O (stereo not drawn)	-13	i	-6	1	1	5	6	19	i
COc1ccc(/C=C2\SC(=S)N(CCC(=O)N3CCOCC3)C2=O)cc1	-1	i	-4	0	1	1	11	-5	i
CCC(NC(=O)C1CCCO1)c1ccccc1 (stereo not drawn)	7	i	-4	-1	5	1	9	0	i

Part of the list above, bar-delimited.
SMILES | MLLE-PAM2 inh | Neddylation inh | FAS TE block | Rin1-Abl PPI inh | MT1-MMP act inh | CSN deneddyl inh | SKN-1 inh | NadD block | Rpn11 inh
O=C(Nc1ccc2c(c1)[C@H]1C[C@@H](CC(=O)N3CCOCC3)O[C@@H](CO)[C@H]1O2)C1CCOCC1 | 1 | i | -9 | 1 | 8 | -4 | -2 | 5 | i
CC(CCc1ccccc1)NC(=O)Cc1ccc(Br)cc1 (stereo not drawn) | 8 | i | 17 | 0 | 2 | -1 | 3 | -7 | i
Nc1nc2cc(S(=O)(=O)N3CCOCC3)ccc2o1 | 29 | i | -6 | 2 | -1 | 0 | 12 | 3 | i
COc1cc(NC(=S)NCCc2ccccc2)c(OC)cc1NC(=O)CC(C)C | 10 | i | 6 | -1 | -2 | 12 | 2 | 0 | i
C#Cc1ccc(C(=O)Nc2cc(C(N)=O)ccc2N2CCOCC2)cc1 | 16 | i | -1 | -3 | 1 | -9 | 18 | -3 | i
Cc1ccc(-c2nn(-c3ccccc3)cc2CO)cc1 | -5 | i | 0 | 4 | 3 | 4 | -7 | -10 | i

Next part.
SMILES	MLLE-PAM2 inh	Neddylation inh	FAS TE block	Rin1-Abl PPI inh	MT1-MMP act inh	CSN deneddyl inh	SKN-1 inh	NadD block	Rpn11 inh
CN(CC(=O)Nc1c(Cl)cccc1Cl)C(=O)c1ccccc1Cc1ccccc1	3	i	1	1	-4	2	18	-3	i
COc1ccc(Cl)cc1C(=O)N1CCC2(CC1)CC(=O)c1ccccc1O2	-6	i	6	2	-3	1	4	-3	i
COc1ccccc1C(=O)NCC(=O)NCCc1ccc(Cl)cc1	2	i	-5	3	1	-5	-4	-1	i
CC(C)(C)C(=O)N1CCN(C(c2ccccc2)c2ccccc2)CC1	2	i	8	2	-3	0	14	-2	i
COC(=O)[C@@H]1C[C@@]2(O)[C@H](O)[C@H](O)[C@H](O)C[C@H]2N1Cc1ccccc1OS(=O)(=O)c1ccc(C)cc1	-8	i	-14	1	2	6	4	0	i
CN(C)/C=C/C(=O)c1ccc(Cl)s1	6	i	-2	-2	-17	-2	17	-3	i
O=C(NCCCN1CCCC1)c1cc(Sc2ccc(F)cc2)nc2ccccc12	-22	i	-5	-3	-2	5	7	1	i
CC(=O)Nc1ccc(NC(=O)C/C(C)=N/NC(=O)C(=O)N2CCCC2)cc1	7	i	-10	3	-2	-3	-5	7	i
CCn1nc(C(=O)Nc2cc(Cl)ccc2-n2cncn2)c2ccccc2c1=O	17	i	4	-1	-6	4	8	-2	i
CN(C)C(=O)CCc1ccc2c3c([nH]c2c1)[C@]1(CCC2CCCC2)[C@@H](C(=O)N2CCOCC2)C[C@H](CC(=O)NCCC2=CCCCC2)C(=O)N1CC3	-2	i	49	-2	2	0	4	-3	i
CC1(C)Cc2cccc(C(=O)Nc3ccc(Cl)cc3)c2O1	0	i	26	-4	0	0	9	-7	i
